Vif-A3G inh: qHTS for Inhibitors of Vif-A3G Interactions: qHTS. HeLa A3G-eYFP + Vif (tagged APOBEC3G with the HIV-1 protein that degrades it), YFP fluorescence, overnight. 410,000 compounds, 0.076% hits. Potency, µM (top dose mostly 46.1 µM), inactives show at the top dose activity, negative = active, actives largely listed as inhibitors. DNA dC->dU-editing enzyme APOBEC-3G (Homo sapiens), Q9HC16;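 note: potency is the fitted concentration of half-maximal effect; % is set by controls: 0 for no effect and ±100 for the full control effect; nearly all actives have a fitted effect of over 60% in size; hits raise eYFP signal because A3G escapes Vif-driven loss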
Target sequence (Q9HC16 whole entry, looked up): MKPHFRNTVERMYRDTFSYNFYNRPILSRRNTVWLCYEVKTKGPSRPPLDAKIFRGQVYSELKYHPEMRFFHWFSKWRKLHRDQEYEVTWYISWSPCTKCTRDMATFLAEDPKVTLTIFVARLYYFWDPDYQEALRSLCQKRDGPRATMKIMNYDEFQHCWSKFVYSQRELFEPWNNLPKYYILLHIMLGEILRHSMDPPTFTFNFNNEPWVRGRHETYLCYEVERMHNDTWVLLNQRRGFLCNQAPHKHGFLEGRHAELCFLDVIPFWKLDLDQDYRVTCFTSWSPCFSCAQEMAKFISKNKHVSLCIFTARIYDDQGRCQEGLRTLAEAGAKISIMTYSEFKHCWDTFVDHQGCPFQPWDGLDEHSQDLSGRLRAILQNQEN
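Read-out is eYFP fluorescence (Ex 488/Em 500-530) from Vif-expressing HeLa A3G-eYFP cells; more signal means A3G escaped Vif-mediated degradation. Cells plated overnight, compound pinned in, incubated overnight at 37 deg C.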
D1 antag: Antagonist of Human D 1 Dopamine Receptor: qHTS | D(1A) dopamine receptor (Homo sapiens), P21728 | HEK293 TREx D1 cells, calcium flux, dopamine EC80; active compounds read low | activity change, negative = inhibition, % at 10 µM | 360,000 compounds, 3.2% hits | AID 504652, 2011; in the data active = activity change below about -30%; note: % is set by controls: 0 for no effect and ±100 for the full control effect
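Cells carrying a force-coupled, tetracycline-inducible human D1 receptor report calcium flux. Each well gets a 10 s baseline, compound with 180 s monitoring, then an EC80 dopamine stimulus with a second 180 s kinetic read.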
LDHA block: qHTS assay for inhibitors of human lactate dehydrogenase; L-lactate dehydrogenase A chain (Homo sapiens), P00338; purified LDHA, NADH/diaphorase-resazurin fluorescence; active compounds read low; activity change, % (values are at about 110 or 230 µM); 480,000 compounds, 0.15% hits; AID 1347041, 2019; in the data active = activity change below about -30%; inconclusive = mostly about -25% to -30%;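 note: plate controls were DMSO wells for no effect and wells without enzyme for full effect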
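Human LDH5 at 2 nM final in Tris HCl pH 7.4 with 0.06 mM NADH and 0.2 mM pyruvate, reacted 5 minutes at room temperature. Remaining NADH coupled via diaphorase/resazurin; resorufin fluorescence read at 0 and 20 minutes, normalized to enzyme-free and DMSO wells.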
Glioma ERSR ind: qHTS for Inducers of the Endoplasmic Reticulum Stress Response (ERSR) in Human Glioma: qHTS; Potency, µM, for the others: top-dose activation, actives largely listed as activators; U87-MG GRP78 promoter luciferase reporter, 16 h; AID 602332, 2012; 420,000 compounds, 0.02% hits; note: potency is the fitted concentration of half-maximal effect; series mostly up to about 76 µM; % of control where 0% means no effect; nearly all actives have a fitted effect of over 35% in size
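Stably transfected U87-MG human glioma cells carrying a GRP78-based luminescent sensor were seeded at 1000 cells/well, pin-dosed with compounds and incubated 16 h. Luciferase reagent was then added, and end-point luminescence was read after 10 min at room temperature.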
D2 potentiator: HTS Assay for Positive Allosteric Modulators of the Human D2 Dopamine Receptor: Primary Screen for Potentiators; potentiation, % at 10 µM; 340,000 compounds, 0.34% hits; D(2) dopamine receptor (Homo sapiens), P14416; HEK293 T-REx D2, calcium flux, EC20 dopamine potentiation;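 active = potentiation over 3 SD above the plate norm, cut at about 30% in these data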; note: 0% is about no effect
Target sequence (P14416 whole entry, looked up): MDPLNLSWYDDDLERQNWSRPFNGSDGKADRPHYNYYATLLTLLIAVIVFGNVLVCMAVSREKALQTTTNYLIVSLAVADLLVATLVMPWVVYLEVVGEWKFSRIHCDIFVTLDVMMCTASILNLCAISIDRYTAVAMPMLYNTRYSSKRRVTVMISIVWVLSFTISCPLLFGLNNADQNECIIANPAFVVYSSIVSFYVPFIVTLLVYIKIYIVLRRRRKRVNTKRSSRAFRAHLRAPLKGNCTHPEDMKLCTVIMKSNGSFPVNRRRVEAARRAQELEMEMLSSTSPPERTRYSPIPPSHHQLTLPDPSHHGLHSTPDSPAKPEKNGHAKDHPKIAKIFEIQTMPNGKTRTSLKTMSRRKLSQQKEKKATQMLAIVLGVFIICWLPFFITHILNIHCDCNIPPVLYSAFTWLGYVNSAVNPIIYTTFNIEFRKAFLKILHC
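Potentiation of an EC20 dopamine calcium response measured kinetically over 180 s, after a preceding 180 s compound-only read flagging agonists. Cells: inducible Hek293 Trex D2 line, 4000/well, cultured overnight at 30 C before dye loading.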
D1 PAM: Potentiators of Human D1 Dopamine Receptor: qHTS. HEK293 TREx D1 cells, calcium flux, dopamine EC20 potentiation. 360,000 compounds, 0.036% hits. AID 504651, 2011. potentiation, % at 10 µM; in the data active = potentiation above about 30%; note: 0% is about no effect
Vif-APOBEC3F blk: qHTS for Inhibitors of Vif-A3F Interactions: qHTS; HeLa A3F-eYFP + Vif (tagged APOBEC3F with the HIV-1 protein that degrades it), YFP fluorescence increase; Potency, µM (titrated, usually from 46.1 µM), for the others: at the top dose activity, negative = active; 390,000 compounds, 0.2% hits; note: potency is the fitted concentration of half-maximal effect; % of control where 0% means no effect; nearly all actives have a fitted effect of over 65% in size
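HeLa cells stably expressing Vif plus C-terminally eYFP-tagged A3F were seeded, incubated overnight at 37 deg C, dosed with compound, incubated overnight again at 37 deg C. Yellow fluorescence (Ex 488/Em 500-530) reported blocked Vif-mediated A3F-eYFP degradation.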
D1 ag: Allosteric Agonists of the Human D1 Dopamine Receptor: qHTS | D(1A) dopamine receptor (Homo sapiens), P21728 | HEK293 T-REx D1 cells, calcium flux, agonist mode | activation, % at 2 µM | 360,000 compounds, 1% hits; in the data active = activation above about 30%; note: 0% is about no effect
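Agonism was scored from calcium flux recorded over 180 s (1 read/s) after pintool compound addition, following a 10-cycle baseline. Cells were inducible force-coupled HEK293 TREx D1, plated overnight at 30 C and loaded with no-wash calcium dye.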
RXFP1 ag: qHTS Assay for Agonists of the Relaxin Receptor RXFP1; HEK293T-RXFP1 cAMP TR-FRET, 30 min; response scale: percent of porcine relaxin response, buffer zero; Potency, µM (doses to about 57.5 µM), for the others: at the top dose activation, usual class: activators; 370,000 compounds, 0.3% hits; AID 2676, 2010; note: potency is the fitted concentration of half-maximal effect; % is set by controls: 0 for no effect and ±100 for the full control effect; nearly all actives have a fitted effect of over 60% in size; many of its hits are not listed in these tables
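Agonist response is measured as cAMP accumulation in an RXFP1-transfected HEK293T line under PDE4 inhibition. Values are scaled between buffer-only and 29 nM porcine relaxin, and EC50s come from standard Hill equation fits.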
Starred values were filed as active, the others as inactive; ? = inconclusive; nt = no result given; & = joins results of further samples. Unless noted, calls come from the whole dose curve; as a rule, active = well fitted curve in the direction sought with a large enough effect; inconclusive = small, poorly fitted or top-dose-only effect, or another doubt; inactive = no such curve, though single readings can be large; an effect the other way counts as inactive or inconclusive. A portion of the library (hit frequency here may not be typical).

Start of the listing, in advance, five compounds:
The line under a structure holds: Vif-A3G inh	D1 antag	LDHA block	Glioma ERSR ind	D2 potentiator	D1 PAM	Vif-APOBEC3F blk	D1 ag	RXFP1 ag
CCCn1c(NC(=O)c2ccc(Br)cc2)nc2ccccc21
→ 0%	0	-6	8%	-3	-11	-7%	2	2.2%
Cc1cc(NC(=O)CSc2nnc(C(F)(F)F)n2C)no1
→ 0%	nt	-2	-4%	nt	nt	-1%	nt	nt
CCOc1ccccc1N(CC(=O)NC(C)(C)C)C(=O)CCC(=O)Nc1nccs1
→ -1%	13	2	-3%	2	3	-2%	1	-1.9%
CCCc1nc(SCC(=O)N2CCOCC2)c2c(C)c(C)sc2n1
→ 1%	0	-4	-1%	25	-6	-5%	3	2.4%
COc1cccc(-c2csc(N3CCN(C(=O)Nc4ccccc4Cl)CC3)n2)c1
→ -1%	-18	-7	-2%	-6	-3	-5%	5	0.8%

The list itself, from the start:
The line under a structure holds: Vif-A3G inh	D1 antag	LDHA block	Glioma ERSR ind	D2 potentiator	D1 PAM	Vif-APOBEC3F blk	D1 ag	RXFP1 ag
CCCn1c(NC(=O)c2ccc(Br)cc2)nc2ccccc21
→ 0%	0	-6	8%	-3	-11	-7%	2	2.2%
Cc1cc(NC(=O)CSc2nnc(C(F)(F)F)n2C)no1
→ 0%	nt	-2	-4%	nt	nt	-1%	nt	nt
CCOc1ccccc1N(CC(=O)NC(C)(C)C)C(=O)CCC(=O)Nc1nccs1
→ -1%	13	2	-3%	2	3	-2%	1	-1.9%
CCCc1nc(SCC(=O)N2CCOCC2)c2c(C)c(C)sc2n1
→ 1%	0	-4	-1%	25	-6	-5%	3	2.4%
COc1cccc(-c2csc(N3CCN(C(=O)Nc4ccccc4Cl)CC3)n2)c1
→ -1%	-18	-7	-2%	-6	-3	-5%	5	0.8%
O=C(O)CC1CCCC(c2ccccc2)C1=O (configuration not stated)
→ 0%	-6	-4	-2%	-2	-4	1%	0	-2.2%
COc1cccc2c1ncc1c(-c3ccc(C)cc3)nn(-c3ccc(F)cc3)c12
→ -6%	-18	-5	-5%	-5	-1	3%	2	-1.7%
CCOC(=O)Nc1ccc2c(c1)N(C(=O)CN)c1ccccc1CC2
→ 0%	-2	-4	-4%	10	-6	3%	3	2.0%
CC(C)c1ccc(OC(=O)NCCO)cc1
→ 0%	-11	-2	1%	-18	3	3%	1	-1.4%
CCN(CC)CCn1c(=S)[nH]c2cc(C(=O)NCc3ccc(C)cc3)ccc2c1=O
→ -1%	21	-8	6%	-12	-1	-1%	3	3.7%
CN1C[C@@H]2[C@@H]3C(=O)N(C)C(=O)[C@@H]3[C@](C)(C1=O)N2C(=O)c1ccc(C(C)(C)C)cc1
→ 6%	nt	-3	-5%	nt	nt	1%	nt	nt
COc1ccc(CCn2c(NCCCN3CCOCC3)nc3c2c(=O)[nH]c(=O)n3C)cc1
→ 3%	-5	-11	-4%	-2	3	-3%	2	-0.3%
CCc1cc2c(=O)[nH]c(-c3ccccn3)nc2s1
→ -29%	-2	11	?	10	-4	-13%	5	-0.8%
CSc1cccc(NC(=O)c2ccc(NC3=NC4CS(=O)(=O)CC4S3)cc2)c1 (configuration not stated)
→ 3%	-3	-8	-1%	6	-9	11%	1	1.6%
Cc1cc(S(=O)(=O)N2CCCC2C(=O)N2CCOCC2)c(C)cc1Cl (configuration not stated)
→ 0%	-11	-1	-3%	16	-3	3%	1	-0.3%
COc1ccc(Nc2ncc3c(n2)CCN(Cc2ccccc2C)C3)c(OC)c1
→ nt	-5	-1	nt	1	-1	nt	0	-2.3%
COc1ccccc1-n1c(SC)nc(O)cc1=O
→ -1%	14	-8	-3%	0	-3	-4%	3	0.6%
CCN(CC)c1ccc(C=O)c(OC)c1
→ -4%	3	-3	-2%	4	0	11%	-1	-0.1%
Nc1nncn1C(=O)c1ccccc1Cl
→ 0%	-10	4	-4%	-4	-2	-7%	2	-1.0%
COc1ccc(CNC(=O)N2CCN(c3ccccc3OC)CC2)cc1
→ 6%	-8	-1	-3%	1	1	13%	4	0.6%
O=C(NCc1nc(-c2ccccc2)no1)c1ccco1
→ -1%	-6	-8	-2%	nt	-1	2%	0	-0.1%
CC1CCN(CCCNC(=O)c2nn(C)c3c2CS(=O)(=O)c2ccccc2-3)CC1
→ 1%	-10	-3	-3%	-10	-2	-8%	1	0.3%
C=CCNC(=S)NNC(=O)c1cccnc1
→ -1%	2	-5	-2%	-9	-8	1%	0	-0.5%
COc1ccc(/C=C/C(=O)NCC(c2ccc(F)cc2)N2CCOCC2)cc1OC (configuration not stated)
→ -11%	-6	0	-4%	24	-3	2%	2	0.4%
O=C(CSc1nc(-c2ccc(F)cc2)cc(C(F)(F)F)n1)NCCN1CCOCC1
→ -1%	-3	-5	0%	15	13	-8%	0	1.1%
CC(=O)OC[C@H]1O[C@@H](Oc2cc(O)cc3oc(-c4ccc(O)cc4)cc(=O)c23)[C@H](O[C@@H]2O[C@@H](C)[C@H](O)[C@@H](O)[C@H]2O)[C@@H](O)[C@@H]1O
→ 3%	nt	8	0%	nt	nt	1%	nt	nt
CC1Cc2ccccc2N1C(=O)CCN1C(=O)C2C3C=CC(C3)C2C1=O (configuration not stated)
→ 0%	-3	2	-2%	-7	5	-1%	2	-0.7%
CCOC(=O)C1C(=O)C(C(=O)OCC)C(c2cccnc2)NC1c1cccnc1 (configuration not stated)
→ 3%	4	0	-3%	1	1	5%	4	2.2%
COC(=O)c1cc(=O)n(C2CC2)c(=NC2CC2)s1
→ -6%	8	-6	10%	1	3	1%	0	0.1%
Cc1ccc(S(=O)(=O)Cn2nnnc2C(C(C)C)N2CCSCC2)cc1 (configuration not stated)
→ 2%	-8	-3	-3%	7	-2	0%	2	-1.5%

More records.
structure	Vif-A3G inh	D1 antag	LDHA block	Glioma ERSR ind	D2 potentiator	D1 PAM	Vif-APOBEC3F blk	D1 ag	RXFP1 ag
CN(C(=O)c1cccc(NC(=O)C2CCN(C(=O)OC(C)(C)C)CC2)c1)C1CCC1	3%	nt	-4	-1%	nt	nt	-1%	nt	nt
CCNC(=O)c1cc2ccccc2o1	-2%	-12	-3	0%	13	-3	3%	0	0.9%
O=C(CSc1nnc(-c2ccco2)n1-c1ccccc1)Nc1c(Cl)cc(Cl)cc1C(=O)O	0%	nt	-5	-4%	nt	nt	-12%	nt	nt
N#CC1=C(N)Oc2c(ccc3cccnc23)C1c1ccncc1 (configuration not stated)	?	11	1	-1%	1	-4	0%	5	-1.0%
CCSC(C)CC1C/C(=N/O)c2c(C)noc2C1 (configuration not stated)	1%	-5	5	-1%	4	5	2%	6	0.0%
Cc1sc(NC(=O)c2ccco2)c(CN2CCC(C)CC2)c1C	1%	-1	6	0%	-9	0	nt	0	0.1%
Cc1ccc(OCCCCn2cnc3ccccc32)cc1	4%&1%	-37*	-5&3	6%&-1%	-1&21	-3	-16%&0%	12&21	1.9%&1.6%
COc1ccccc1NC(=O)c1sc2ncn(Cc3cccc(C)c3)c(=O)c2c1C	-2%	-12	-10	-1%	6	-5	-8%	2	?
S=c1nc(NCc2ccc3c(c2)OCO3)c2ccccc2[nH]1	-1%	-21	-2	-2%	nt	-2	-1%	10	1.2%
CCOC(=O)C1=CN(C(C)C)CCC1=O	2%	nt	-1	-1%	nt	nt	9%	nt	nt
O=C(CCc1nc(CN2CCN(S(=O)(=O)c3ccc(F)cc3)CC2)no1)N1CCCCC1	1%	11	2	-1%	6	-1	-11%	6	-0.9%
C/C(=N\NC(=O)Cn1nc(C)c([N+](=O)[O-])c1C)c1ccco1	-1%	9	-5	-8%	-2	-4	-11%	2	6.5%
COc1ccc(C(=O)NCC2CCCN2S(=O)(=O)c2cccs2)cc1 (configuration not stated)	1%	4	-4	3%	16	0	-19%	3	-1.5%
COc1cccc(C(=O)N2CCC(C(=O)N3CCN(C)CC3)CC2)c1	-2%	-22	-9	0%	nt	-4	1%	2	-0.5%

Bioassay records (PubChem)
